Dynein cargo inh: dynein cargo transport inhibition; 3617.4 mouse cells, GR-EGFP nuclear translocation imaging; test concentration mostly 20 µM; stimulated with dexamethasone, 1 µM; hits give low values; hit rate 0.47% among 220,000; z-score, hits read low; AID 1381;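 active means plate z-score of nuclear minus cytoplasmic receptor signal below a set negative limit, without overly bright fluorescence or cell loss, cut at about -3.5 in these data, passing the limit was not always enough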;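 further: z-score of nuclear minus cytoplasmic ring GR-EGFP intensity difference per well; some compounds called inactive have numbers as strong as hits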
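Buffer or medium – tet-free medium with charcoal-stripped serum · Signal – automated 10x imaging of fixed Hoechst-stained cells · Also added – dexamethasone agonist, 1.0 µM final, for 30 min · Incubation – induction 48 h, compound 1 h, agonist 30 min · Read-out – GR-EGFP nuclear translocation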
P. falciparum M17LAP: P. falciparum M17LAP inhibitors, primary screen, biochemical, fluorogenic H-Leu-NHMec substrate, 1536-well (AID 1619); recombinant M17LAP, H-Leu-NHMec fluorogenic kinetic assay; higher % means a stronger effect; one-dose inhibition, % at 30 µM; IC50 in µM for titrated hits; hit rate 0.38% among 220,000;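 active means compound inhibiting the enzyme by more than half at any dose during confirmatory dose-response retesting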;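 further: plate controls were full reaction with DMSO carrier for no effect and no enzyme background for full effect; strong numbers were not always called active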
Yfh1-off respiration: mitochondrial function rescue without frataxin homolog – Friedreich's ataxia, plus single-dose screen, dose response (AID 1465). S. cerevisiae Yfh1-off respiration, WST-1 reduction, 72 h; higher fold induction means a stronger effect. fold induction at 50 µM; hits with a dose series show EC50 in µM. hit rate 0.074% among 220,000;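 active means fold induction of absorbance versus untreated yeast above a set limit, then at least 30% activation at any dose in follow-up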;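 further: activators that raise dye reduction in frataxin-depleted yeast; strong numbers were not always called active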
Lipid droplet: hepatic lipid droplet formation modulation. inhibition, % at 6.5 µM. hit rate 0.4% among 240,000. AML12 mouse hepatocytes, oleate lipid droplets, BODIPY imaging;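 active means lipid droplet intensity inhibited by at least 50%, with more than 500 cells counted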
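Material – mouse AML12 hepatocyte cell line, fixed after treatment · Compound dosing – one dose, 6.5 µM compound · Times – compound with oleate, overnight · Measured by – Image-based BODIPY and DAPI two-channel analysis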
CSM14.1 death rescue: rescue of cells from ER stress-induced death, primary screen, 384-well, CSM14.1, thapsigargin, ATP luminescence (AID 1222) | cellular ATP content (survival), % at 20 µM, or EC50 in µM where a hit was titrated | 190,000 tested, under 10 active | CSM14.1 thapsigargin-induced death rescue, ATP luminescence; higher % means a stronger effect;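 active means EC50 below 50 µM in the dose-response confirmation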;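 further: death triggered by thapsigargin at about 15 µM added after 2 h compound pretreatment; cell ATP read after overnight thapsigargin exposure of roughly 18 to 22 hours; normalized against plate controls of thapsigargin alone and 5% DMSO vehicle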
MT stabilizer: microtubule stabilization, imaging screen. HeLa tubulin immunostaining HCS, 24 h; share of cells brighter than vehicle mean+2SD. % tubulin-high responders, % at 10 µM. hit rate 0.83% among 200,000. AID 2205;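 active means plate Z-score above 3 for both tubulin-high and condensed-nucleus cell shares, with cell loss under 80%, at 10 µM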;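 further: anti alpha tubulin signal scored within the nucleus-defined area of each cell; some results filed as inactive read as strong as hits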
M1AAP inhibition: malaria alanyl aminopeptidase activity blockers – biochemical, fluorogenic H-Leu-NHMec substrate, 1536-well (AID 1445); hit rate 0.42% among 220,000; inhibition, % at 30 µM; hits with a dose series show IC50 in µM; recombinant M1AAP, H-Leu-NHMec fluorogenic kinetic assay; higher % means a stronger effect;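 active means primary inhibition above the hit cutoff, then over 50% inhibition at one or more dose response concentrations, cut at about 23% in these data, passing the limit was not always enough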;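 further: plate controls were DMSO full reaction for no effect and no enzyme background for full effect; strong numbers were not always called active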
Autophagy mod: modulators of autophagy; MEF GFP-LC3 puncta imaging; test concentration mostly 10 µM; calls only at 10 µM (by protocol); hit rate 0.98% among 190,000;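 active means percentage of spot-positive cells more than 3 SD above its plate mean, without a fluorescence outlier flag or 80% toxicity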;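 further: spot-positive cell cutoff set from DMSO-treated cells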
Ins promoter up: MIN6 insulin promoter up-regulation | hit rate 0.3% among 190,000 | z-score at 5 µM | MIN6 insulin promoter-GFP reporter, high-content imaging; hits give high values;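 active means z-score above 3 at 5 µM with at least 500 cells counted in the well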
Dynein cargo inh cytoplasmic EGFP: further read-out of Dynein cargo inh, marked with its call; z-score; measured here: cytoplasmic GR-EGFP intensity; hits give high values
Dynein cargo inh nuclear GR-EGFP: recorded beside Dynein cargo inh, whose call it bears; z-score; measured here: nuclear GR-EGFP intensity;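 lower value marks the stronger effect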
Dynein cargo inh cell count: recorded beside Dynein cargo inh, whose call it bears; z-score; measured here: cell count per field
Ins promoter up cell count: also measured in Ins promoter up; calls as there; cell count; measured here: cytotoxicity, nuclei count;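 total cells summed across four imaged fields per well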
Lipid droplet cells 6.5 µM: second read-out of Lipid droplet, no call of its own (marks repeat the call); cell count; measured here: cell count, cytotoxicity flag;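 cells counted across two imaged fields per well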
MT stabilizer Hoechst-high %: further read-out of MT stabilizer, marked with its call; % Hoechst-high responders; measured here: nuclear condensation Hoechst responders;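 share of cells brighter than vehicle mean plus two SD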
MT stabilizer cytotoxicity %: second read-out of MT stabilizer, no call of its own (marks repeat the call); toxicity, %; measured here: cytotoxicity by cell density;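 0% = mean cell density of plate MIN control wells and 100% = no cells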
Autophagy mod cell loss 18 h: second read-out of Autophagy mod, no call of its own (marks repeat the call); toxicity, %; measured here: cell loss, nuclei count;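 cell loss after 18 h compound exposure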
* = called active by the depositor; i = inactive; . = no result given; + = active, no number.

Results follow in this order: Dynein cargo inh, Dynein cargo inh cytoplasmic EGFP, Dynein cargo inh nuclear GR-EGFP, Dynein cargo inh cell count, P. falciparum M17LAP, Yfh1-off respiration, Lipid droplet, Lipid droplet cells 6.5 µM, CSM14.1 death rescue, MT stabilizer, MT stabilizer Hoechst-high %, MT stabilizer cytotoxicity %, M1AAP inhibition, Autophagy mod, Autophagy mod cell loss 18 h, Ins promoter up, Ins promoter up cell count
1. COc1ccc(-c2ocnc2C(=O)Nc2ccccc2N2CCCCC2)cc1
→ -0.439, -0.256, 0.0616, -1, -2.4%, i, ., ., 1.5%, 5.5, 3.1, 11.0, -1.8%, i, -3.8, -1.34, 1186
2. O=C(Nc1ccc(Cl)cc1)Nc1ccccc1C(=O)O
→ -0.859, -0.174, -0.611, -0.176, 11.0%, i, -6.9, 664, -3.1%, 1.8, 2.4, 2.2, 17.3%, i, -11.4, ., .
3. CC(=O)Nc1ccn(-c2ccccc2)n1
→ -0.367, -0.187, -0.404, 1.05, -5.0%, i, -15.7, 701, 0.6%, 2.9, 3.1, 7.1, 5.2%, i, -2.7, ., .
4. c1ccc(C(c2nnnn2C2CCCC2)N2CCCCCC2)nc1 (centres undefined)
→ 1.12, -0.227, 1.09, -1.46, 5.9%, i, ., ., -1.2%, 4.7, 3.7, 6.0, 0.5%, i, 12.4, 1.37, 986
5. O=Cc1c(N2CCN(c3ccccc3)CC2)nc2ccccn2c1=O
→ -0.268, -0.204, 0.483, -0.87, 2.1%, i, -6.9, 672, 1.5%, 5.2, 2.2, 7.2, 11.9%, +, 2.1*, -0.13, 1581
6. COc1ccc(NC(=O)c2cccc(-n3c(C)ccc3C)c2)c(OC)c1
→ 0.95, 0.263, 0.131, -0.485, 4.1%, i, -1.1, 639, 0.5%, 2.4, 5.7, 7.3, 6.4%, i, -10.8, -0.59, 1417
7. CCCn1nc(C(=O)OCC(=O)Nc2cccc(S(N)(=O)=O)c2)c2ccccc2c1=O
→ -0.0819, -0.355, 0.233, 1.04, 2.7%, i, -2.7, 660, 2.6%, 3.1, 2.8, 9.8, 0.9%, i, -2.5, 0.86, 1449
8. Cc1ccc(-c2ccc(/C=C/C(=O)c3ccccc3)o2)cc1
→ -0.546, 0.224, -0.304, 0.827, 2.7%, i, -8.5, 640, 6.3%, 3.4, 2.1, 7.9, -3.2%, i, -7.4, 1.48, 1480
9. Cc1ccc(Nc2nc(N)c([N+](=O)[O-])c(NCCO)n2)cc1
→ 0.192, -0.253, 0.0285, -0.122, 3.8%, i, 25.2, 737, ., ., ., ., 8.9%, ., ., 0.08, 1128
10. Nc1[nH]n2c(=O)c3c(nc2c1N=Nc1ccc(Cl)cc1)CCCC3
→ -0.522, -0.161, -0.302, 0.692, 0.7%, i, ., ., -0.1%, 21.2*, 13.2*, 29.0*, -2.4%, i, 8.1, -0.05, 1604
11. Cc1cc(N2CCOCC2)ncc1[N+](=O)[O-]
→ 0.579, -0.204, 0.936, -0.0235, 4.2%, i, ., ., -1.2%, 3.1, 2.0, 1.5, 3.0%, i, 7.7, -0.03, 1612
12. CCOc1ccccc1OCCOc1cccc(C(F)(F)F)c1
→ 1.26, -0.231, 1.26, -0.361, 1.8%, i, ., ., -2.3%, 2.7, 1.5, 5.6, -4.9%, i, -9.1, -0.55, 1384
13. CCOc1cc(N2CCOCC2)c(OCC)cc1NC(=O)C(C)(C)C
→ -0.865, -0.28, 0.0664, 0.139, 4.8%, i, 12.7, 713, -1.7%, 3.3, 1.6, 5.4, 0.4%, i, 9.3, -0.35, 1410
14. CC(C)CNC(=O)CCc1c[nH]c2ccccc12
→ -0.514, -0.236, -0.2, 0.333, -2.0%, i, ., ., -0.1%, 2.8, 1.6, 11.2, -0.8%, i, 2.4, -0.28, 1237
15. Cc1ccccc1NC(=O)C1CCN(C2=NS(=O)(=O)c3ccccc32)CC1
→ 0.238, -0.287, 0.00784, 0.332, -0.4%, i, -0.3, 759, 0.5%, 1.2, 1.4, 8.6, 2.9%, i, 3.6, ., .
16. CCc1ccc2oc(=O)cc(CN3CCN(c4ccc(F)cc4)CC3)c2c1
→ -0.85, -0.34, -0.428, 0.864, -11.4%, i, ., ., -3.1%, 3.5, 4.0, 8.2, -1.0%, i, 2.3, -0.44, 640
17. O=C1CSC(=O)N1CC(O)COc1ccc(Cl)cc1 (centres undefined)
→ -0.3, -0.168, -0.238, 0.692, 8.2%, i, ., ., 0.4%, 3.3, 2.2, 9.1, -3.3%, i, 7.8, ., .
18. C=CCN(c1ccccc1C(=O)NCC(=O)O)S(=O)(=O)c1ccccc1C
→ 0.232, -0.283, 0.0822, 0.335, -5.0%, i, 3.8, 656, ., ., ., ., 4.9%, ., ., 0.22, 1406
19. Cc1ccc(C(=O)NC(NCC2CCCO2)C(Cl)(Cl)Cl)cc1 (centres undefined)
→ -0.223, -0.277, -0.108, 0.278, 3.9%, i, 2.3, 657, 0.2%, 2.7, 3.4, 6.0, 3.6%, i, 10.5, -0.45, 1255
20. COCCNc1cc(N)c([N+](=O)[O-])cc1[N+](=O)[O-]
→ -0.237, -0.246, -0.28, 0.284, 16.6%, i, -12.5, 698, -0.2%, 4.7, 2.3, 5.3, 5.8%, i, -6.2, 0.45, 1429
21. Cc1ccc(NC(=O)Nc2ccccc2C(=O)NCc2ccccc2)cc1
→ -0.746, -0.127, -0.251, 0.366, 1.3%, i, 20.7, 824, -0.7%, 1.3, 1.0, 3.0, 1.8%, i, 3.7, -0.32, 941
22. Cc1[nH]n(-c2ccccc2)c(=O)c1C(C[N+](=O)[O-])c1ccccc1Cl (centres undefined)
→ -1.68, -0.205, -0.971, 0.789, -1.0%, i, -9.1, 809, 0.2%, 1.1, 0.8, 5.0, -6.2%, i, 4.7, 0.19, 925
23. CC(C)CCN(CCC(C)C)CC(O)Cn1c2ccccc2c(=O)c2ccccc21 (centres undefined)
→ 0.703, -0.175, 0.491, -0.221, -4.8%, i, -8.7, 696, ., ., ., ., 12.7%, ., ., -2.63, 1309
24. COCCCn1c(-c2cccs2)nc2nc3ccccc3nc21
→ 1.36, -0.168, 1.19, -1.46, -219.8%, i, -8.2, 709, ., ., ., ., 21.5%, ., ., -0.72, 1052
25. Oc1c(C(c2cccs2)N2CCN(c3ccc(F)cc3)CC2)sc2ncnn12 (centres undefined)
→ -0.476, -0.303, -0.171, 0.571, 5.1%, i, ., ., 1.3%, 2.0, 3.9, 9.6, 12.3%, i, 3.6, -0.31, 1051
26. O=C(Cn1c(=O)oc2ccccc21)Nc1n[nH]c(=S)s1
→ -0.562, -0.212, -0.311, 0.362, 21.1%, i, 13.0, 710, ., ., ., ., 18.4%, ., ., -0.08, 1048
27. CCN1C(=O)OC2(CCCCC2)C1(C)O (centres undefined)
→ -0.522, -0.219, -0.457, 1.19, 5.0%, i, 12.8, 552, ., 5.1, 2.9, 1.9, 5.7%, i, -5.4, 0.05, 1123
28. O=C(CSc1ccccc1C(=O)O)NC1CCCCCCC1
→ -0.0839, -0.0611, 0.318, -0.0492, 8.7%, i, 5.2, 737, 1.8%, 1.5, 1.6, 4.8, 1.2%, i, -1.5, ., .
29. CC(C)Nc1nnc(SCC(=O)/C=C2\N(C)c3ccccc3C2(C)C)s1
→ -0.217, -0.157, -0.256, -0.449, -3.0%, i, -11.2, 605, -1.5%, 2.5, 1.0, 4.6, 11.7%, i, 4.3, 1.95, 1190
30. O=C(Nc1ccc(F)cc1)C1CCC(N2C(=O)c3ccccc3C2=O)CC1 (centres undefined)
→ -0.661, -0.12, -0.0636, 1.21, 2.5%, i, -3.6, 779, -2.6%, 0.5, 0.9, 3.6, -4.0%, i, 17.6, 0.46, 1225
31. COc1cc2c(cc1NC(=O)c1cc(-c3cccnc3)nc3ccc(C)cc13)oc1ccccc12
→ -0.596, -0.145, 0.315, 0.102, -3.6%, i, ., ., 2.2%, 11.3, 1.3, 5.0, -5.4%, i, -22.0, -0.7, 1611
32. O=C(c1ccc(S(=O)(=O)N2CCCCC2)cc1)N1CCN(CCN2C(=O)c3cccc4cccc(c34)C2=O)CC1
→ -0.805, 0.0938, 0.00219, -0.0786, -1.7%, i, 2.9, 664, 0.6%, 3.8, 2.0, 1.8, 16.8%, i, 0.5, -1.18, 1070
33. CCCCCn1c(C(Cc2ccccc2)NC(C)=O)nc2ccccc21 (centres undefined)
→ -0.92, -0.253, -0.459, 0.707, 11.0%, i, -5.2, 642, -0.3%, 2.8, 2.7, 5.1, 1.4%, ., ., 1.47, 1964
34. C=CCn1c(N2CCN(c3ccc(OC)cc3)CC2)nc2c1c(=O)[nH]c(=O)n2C
→ 1.07, -0.165, 0.638, -0.244, -4.2%, i, 23.8, 755, 0.7%, 3.3, 1.1, 3.4, -1.4%, i, 5.5, -0.84, 1569
35. CC1=CS(=O)(=O)CC1Sc1nc2ccccc2[nH]1 (centres undefined)
→ 0.187, -0.183, 0.237, 0.0349, 4.0%, i, 10.7, 679, -7.5%, 1.9, 2.0, 14.6, 6.7%, i, -7.0, -0.29, 1339
